# Screens (PubChem)
# HCT116 PTEN-null: PTEN-deleted cell growth suppression; HCT116 PTEN-null viability, CellTiter-Glo, 60 h; hits give low values; viability, % at 10 µM; hit rate 1.2% among 140,000; AID 827;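 active = viability at or below a set limit, 4 SD under the median of all tested compounds, cut at about 3.7% in these data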;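 note: PTEN knockout HCT116 line with beta catenin targeted HCT116 as companion control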
# NPY Y2 blocker: NPY-Y2 (human) receptor antagonism; hit rate 0.99% among 140,000; P49146; inhibition, % at 2.7 µM; NPY-Y2 expressing cells, antagonist mode; in the data active = inhibition above about 17%;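 note: 0% = vehicle with agonist challenge and 100% = reference antagonist with challenge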
# Target sequence (P49146 whole entry, looked up): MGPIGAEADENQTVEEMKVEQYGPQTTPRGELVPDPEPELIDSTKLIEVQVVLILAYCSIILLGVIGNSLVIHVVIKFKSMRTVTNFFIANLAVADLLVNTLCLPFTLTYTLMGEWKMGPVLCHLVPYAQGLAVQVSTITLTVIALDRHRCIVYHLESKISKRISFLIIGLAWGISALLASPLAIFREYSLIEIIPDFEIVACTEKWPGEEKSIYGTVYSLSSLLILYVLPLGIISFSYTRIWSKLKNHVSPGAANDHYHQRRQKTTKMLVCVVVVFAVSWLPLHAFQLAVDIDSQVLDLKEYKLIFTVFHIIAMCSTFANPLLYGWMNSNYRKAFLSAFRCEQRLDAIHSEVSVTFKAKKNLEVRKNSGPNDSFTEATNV
# GALR2 blocker: GALR2 (human) receptor antagonism | GALR2-expressing cells, antagonist mode | inhibition, % at 4 µM | hit rate 0.39% among 140,000 | AID 828; in the data active = inhibition above about 27%;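 note: cells stimulated with galanin 1-16 at roughly its EC80; 0% = agonist challenge control and 100% = basal control without agonist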
# Target sequence (O43603 whole entry, looked up): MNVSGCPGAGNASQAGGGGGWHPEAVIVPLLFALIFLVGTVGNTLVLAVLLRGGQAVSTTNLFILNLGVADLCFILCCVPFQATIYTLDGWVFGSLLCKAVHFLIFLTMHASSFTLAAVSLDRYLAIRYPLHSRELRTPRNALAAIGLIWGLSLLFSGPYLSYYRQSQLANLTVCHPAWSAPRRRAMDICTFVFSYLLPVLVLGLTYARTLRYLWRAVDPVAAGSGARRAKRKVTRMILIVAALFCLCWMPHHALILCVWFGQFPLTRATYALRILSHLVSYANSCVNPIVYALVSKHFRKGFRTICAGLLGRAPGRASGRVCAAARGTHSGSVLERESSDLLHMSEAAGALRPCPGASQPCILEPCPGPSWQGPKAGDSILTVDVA
# bCat KO growth: beta-catenin-lacking colon tumor cell growth suppression | viability, % at 10 µM | hit rate 1.5% among 140,000 | HCT116 beta-catenin knockout viability, CellTiter-Glo, 60 h; hits give low values;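 active = viability at or under a set limit, the compound median less 4 SD, cut at about 6% in these data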;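 note: 0% = Hyamine 1622 control at 20 µM and 100% = untreated cell control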
# BB579 growth dn: reduces growth of yeast BB579 in restrictive medium; S. cerevisiae BB579 growth, OD615, 48 h; hit rate 0.51% among 140,000; inhibition, % at 10 µM;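 active = inhibition above a set limit, 3 SD over the mean compound inhibition, cut at about 44% in these data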; note: inactives centre near -24
#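 System: DeaD yeast strain BB579; buffer or medium: CSMM-D dextrose restrictive medium; technique: OD at 615 nm; schedule: 4 h cell preincubation, 48 h compound exposure, 30 °C humidified; doses: single 10 µM dose; controls: amphotericin B 10 µg/mL, positive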
# Measles CPE: protection of cells from measles virus | Measles virus-infected cells, CPE protection, absorbance | protection (pct of control), % at 4 µM | hit rate 1.5% among 140,000; in the data active = protection mostly above about 24%, no sharp cut-off; inactive = mostly below about 26%; note: some compounds called inactive have numbers as strong as hits
# E-sel TNF inh: TNF alpha driven E-selectin expression inhibition. HUVEC TNFa-induced E-selectin immunofluorescence, high content. inhibition, % at 2 µM. hit rate 0.71% among 120,000. AID 1246;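 active = inhibition above the batch mean plus 3 SD, and confirmed as a hit on visual image review, cut at about 43% in these data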;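 note: 0% = TNF-stimulated DMSO wells and 100% = unstimulated control wells; not every result past the cut was called active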
# Yeast life ext: yeast lifespan extension. inhibition of the nicotinamide effect, % at 10 µM. hit rate 0.68% among 130,000. S. cerevisiae growth with nicotinamide, OD615; deaD strain in restrictive glucose medium;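 active = inhibition above a set limit, placed 3 SD over the median of all compounds, cut at about 26% in these data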;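 note: 0% = nicotinamide-treated wells and 100% = cells grown without nicotinamide; some compounds called inactive have numbers as strong as hits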
#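 Material: Modified budding yeast, DeaD strain | Medium: Restrictive glucose medium | Probe or stimulus: 1.5 mM nicotinamide | Dosing: Single dose 10 µM compound, 0.25% DMSO | Times: 48 h at 30 °C | Technique: OD615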
# Phagocytosis inh: inhibitors of macrophage phagocytosis | hit rate 0.07% among 110,000 | J774A.1 macrophage IgG-bead phagocytosis, imaging | AID 1029 | inhibition, % at 5 µM;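 active = inhibition above the mean of the plate negative controls plus 5 SD, cut at about 13% in these data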;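 note: phagocytic index as fraction of beads internalized from green versus red external bead signal; plate controls were DMSO negative control for no effect and cytochalasin-D positive control for full effect; some results beyond the cut were filed as inactive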
# MRP1 act: activates MRP-1 | H69AR cells + doxorubicin, viability rescue, CellTiter-Glo | viability increase, % at 10 µM | AID 799 | hit rate 0.61% among 140,000;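 active = viability gain under doxorubicin at or above a set limit, the compound median plus 3 SD, cut at about 4.7% in these data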;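 note: MRP-1 overexpressing cells given doxorubicin 25 µM after compound pretreatment; 18-22 h compound pretreatment then 72 h with doxorubicin before readout; 0% = doxorubicin-only wells and 100% = vehicle-treated cells without doxorubicin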
# Active calls of the source: *; / = not tested or not shown. No enrichment for hits. About 6.2% of those tested had a hit in this group.
SMILES,HCT116 PTEN-null,NPY Y2 blocker,GALR2 blocker,bCat KO growth,BB579 growth dn,Measles CPE,E-sel TNF inh,Yeast life ext,Phagocytosis inh,MRP1 act
Cc1c(OCc2ccccc2)cccc1OCc1ccccc1,94,9,-1,97,-39,2,-17,-2,/,4.2
O=C(NCCN1CCN(c2ccccc2)CC1)C1CCN(S(=O)(=O)c2cccc3nonc23)CC1,80,0,-19,90,-25,8,/,-16,1,-0.9
Cc1ccc(S(=O)(=O)N(Cc2ccccc2)Cc2ccco2)cc1,81,-1,0,74,1,19,/,2,-1,-3.5
CCOc1ccc2ccccc2c1C(=O)N1CCN(c2ccccc2)CC1,22,18*,-5,20,-40,5,28,-1,0,-1.7
COc1ccc(C(=O)/C=C/c2ccc(N3CCCCC3)c([N+](=O)[O-])c2)c(OC)c1,16,1,-5,19,-42,50*,11,4,-9,-6.0
Cc1cc(N2CCCC2=O)c(N)cc1N,70,13,-1,85,-18,5,16,-10,-2,0.4
Cc1cc(C)c(NC(=O)COC(=O)/C=C/c2cccs2)c(C)c1,92,2,-15,97,-46,9,/,1,-9,-2.3
CCN1CCc2c(sc(NC(=O)c3ccc(S(=O)(=O)N4CCOCC4)cc3)c2C(N)=O)C1,82,2,-10,85,-22,6,-24,-1,-2,-4.4
Cc1nn(Cc2cccc(C(=O)NC(C)c3ccc(C(C)(C)C)cc3)c2)c(C)c1[N+](=O)[O-] (stereo not given),72,-5,-9,75,-37,4,5,-1,1,-0.8
CCN(CC)C(=O)C(=O)c1c(-c2ccccc2)[nH]c2ccccc12,91,-1,0,94,-9,2,/,-3,4,23*

# Arranged by the number under Phagocytosis inh (low to high): four from the list above.
canonical_smiles	Phagocytosis inh
Cc1cc(C)c(NC(=O)COC(=O)/C=C/c2cccs2)c(C)c1	-9
CCN1CCc2c(sc(NC(=O)c3ccc(S(=O)(=O)N4CCOCC4)cc3)c2C(N)=O)C1	-2
CCOc1ccc2ccccc2c1C(=O)N1CCN(c2ccccc2)CC1	0
CCN(CC)C(=O)C(=O)c1c(-c2ccccc2)[nH]c2ccccc12	4

# 3 of the compounds above, with values under each structure.
# Below each compound: HCT116 PTEN-null | NPY Y2 blocker | GALR2 blocker | bCat KO growth | BB579 growth dn | Measles CPE | E-sel TNF inh | Yeast life ext | Phagocytosis inh | MRP1 act
- Cc1c(OCc2ccccc2)cccc1OCc1ccccc1
→ 94 | 9 | -1 | 97 | -39 | 2 | -17 | -2 | / | 4.2
- O=C(NCCN1CCN(c2ccccc2)CC1)C1CCN(S(=O)(=O)c2cccc3nonc23)CC1
→ 80 | 0 | -19 | 90 | -25 | 8 | / | -16 | 1 | -0.9
- Cc1ccc(S(=O)(=O)N(Cc2ccccc2)Cc2ccco2)cc1
→ 81 | -1 | 0 | 74 | 1 | 19 | / | 2 | -1 | -3.5

# (listing goes on)
SMILES,HCT116 PTEN-null,NPY Y2 blocker,GALR2 blocker,bCat KO growth,BB579 growth dn,Measles CPE,E-sel TNF inh,Yeast life ext,Phagocytosis inh,MRP1 act
O=C(COC(=O)c1ccc(Br)o1)Nc1ccc(S(=O)(=O)N2CCCC2)cc1,106,2,0,97,-23,12,-20,-7,-1,-0.7
O=C(O)CCC(=O)Nc1ccccc1N1CCOCC1,108,-1,-6,105,-18,14,-34,0,0,-0.2
CCN(CC)S(=O)(=O)c1cccc(-c2nnc(SCCOc3ccc(Cl)cc3)o2)c1,70,29*,2,54,-25,6,4,2,0,-0.4
O=C1CC(c2ccccc2)CC(O)=C1C=NCc1ccccc1 (stereo not given),86,7,-10,87,-13,3,3,-4,/,-2.5
COC(=O)Nc1cc(C(F)(F)F)ccc1N1CCN(c2ccccc2)CC1,97,6,8,96,-24,6,-34,-2,90*,1.5
C/C(=N/OC(=O)c1cccc(Cl)c1)c1nccs1,98,3,-2,93,-14,26,7,-29,/,-1.0
Cc1ccc2nc(NC(=O)CSc3nncc(=O)n3N)sc2c1,67,-2,10,85,-19,19,/,17,/,-4.5
CC(=O)NS(=O)(=O)c1ccc(NC(=O)NC2CCCCC2)cc1,98,1,-1,91,-4,9,22,-5,/,-1.5
COc1ccc(CC(=O)Nc2ccc(-c3csc(C)n3)cc2)cc1,102,2,-4,92,-3,32,17,-16,-1,-1.4
Cc1ccc(NC(=O)CSc2nc(=O)cc(N)n2-c2ccccc2)cc1,101,2,-2,95,0,4,-1,-10,-1,-0.1
Cc1ccc(CN2C(=O)CCC2C(=O)NCc2ccc3c(c2)OCO3)cc1 (stereo not given),96,0,3,94,-14,30,/,-7,/,0.4
CCNc1nc(Oc2ccccc2)nc(OC(C)C(=O)OCC)n1 (stereo not given),98,0,10,103,-4,3,7,-1,/,-2.6
O=C(CN1CCCCCC1)N/N=C/c1cccs1,94,1,-10,96,-18,6,/,-1,-1,-2.0
Cn1cnc(S(=O)(=O)Nc2ccc(C(F)(F)F)cc2)c1,89,4,7,103,-14,10,-5,-10,/,0.5
C=CCN1C(=O)C(CC(=O)NCC)SC1=Nc1ccc(S(N)(=O)=O)cc1 (stereo not given),98,-1,-19,88,-12,3,-41,-6,/,-0.7
COc1cccc2c(=O)n(CC(=O)N3CCN(c4ccccc4)CC3)ccc12,102,0,-2,101,-67,9,/,-4,/,0.0
Cc1ccc(C(=O)NC(=S)Nc2cccc(NC(=O)c3ccccc3)c2)cc1[N+](=O)[O-],78,2,-4,91,-9,6,-10,-3,-3,-2.3
COc1cccc(OC)c1C(=O)Nc1ccc(N2CCCCC2)cc1,100,-3,-5,97,-39,32,11,-16,2,-1.1
CCN1CC=C2C(C#N)=C(N)C(C#N)(C#N)[C@H](c3ccoc3)[C@H]2C1,95,0,-1,78,-27,28,10,-19,/,-4.3
CCN(CC)C(=O)c1ccc2c(c1[N+](=O)[O-])C(=O)c1ccccc1C2=O,2.6*,2,13,8,-5,16,-23,12,-8,-4.7
C=CCn1c(NC)cc(=O)n(C)c1=O,110,1,4,101,-29,10,/,-4,1,0.1
O=C(NC1CCCC1)C(c1ccccc1F)N(C(=O)c1ccco1)C1CCCC1 (stereo not given),96,10,1,79,-65,3,-13,2,0,-1.0
COC(=O)c1ccc(NC(=O)CSc2nnc(C(C)NC(=O)c3ccccc3Cl)n2C)cc1 (stereo not given),92,-4,2,95,-34,11,7,-10,/,-2.0
CNC(=O)N(C1=NCCCCC1)c1ccc(Br)cc1,101,1,12,94,-24,12,/,16,-13,-0.1
CC(=O)Nc1ccc(Nc2ncnc3c2cnn3-c2ccc(C)cc2C)cc1,104,0,-5,87,-9,6,/,-9,/,-0.9
C=CCNC(=O)NC(=O)COC(=O)CCCSc1nc2ccccc2[nH]1,101,0,-6,98,-47,26,/,-5,3,0.2
Cc1cc(C(=O)CN2C(=O)NC3(CCCc4sccc43)C2=O)c(C)n1-c1ccccc1 (stereo not given),58,5,5,62,-49,32,3,5,3,4.8*
CCOc1ccc(N2C(=O)CC(SC(=NC)Nc3ccc(F)cc3)C2=O)cc1 (stereo not given),81,-3,11,88,-30,14,4,/,/,-1.5
Cc1ccccc1C(=O)N1CCN(c2ccc(NC(=O)c3ccco3)cc2Cl)CC1,71,-2,21,51,-89,4,10,-7,/,-1.2
O=C(c1ccco1)N1CCN(C(=O)C2CC(c3ccc(Cl)c(Cl)c3)=NO2)CC1 (stereo not given),75,6,-3,83,-39,16,3,1,0,-2.1
Cn1nc(C(=O)NCc2cccnc2)c2ccccc2c1=O,90,1,10,93,-2,6,-3,-6,0,-1.5
Cc1cc(C)c[n+](CC(=O)c2ccc(-c3ccccc3)cc2)c1,68,4,9,73,-10,4,/,-5,/,-3.2
CCOC(=O)c1c(Nc2ccc(Cl)cc2)sc(/C=C2\C=Nc3ccccc32)c1O,14,0,7,37,-54,4,16,1,0,-1.9
CCOc1ccc2[nH]c(=O)c(C(c3nnnn3Cc3ccco3)N3CCCC(C)C3)cc2c1 (stereo not given),77,18*,-6,73,-75,6,18,-2,-2,-2.4
Cc1cccc(OCCOc2ccccc2C=C(C#N)C#N)c1,13,0,8,14,14,5,/,11,-6,-3.2
CCn1c(CSc2nnc(-c3ccoc3C)n2C)nc2cc(S(=O)(=O)N(C)C)ccc21,80,1,-8,74,1,5,-21,-10,/,-1.4
COCC(=O)Nc1nc(-c2ccccc2)ns1,86,-2,9,96,-21,24,-12,/,/,-3.1
CCOC(=O)c1sc(=NC(=O)c2cc(OC)c(OC)c(OC)c2)n(C)c1C,13,-3,1,22,-20,5,16,-17,/,-5.6
C/C(=N\NC(=O)c1nn(C)cc1Cl)c1ccncc1,94,1,-5,93,-12,17,/,1,-3,-0.9
CCCCCOC(=O)Cn1c(N2CCOCC2)nc2c1c(=O)[nH]c(=O)n2C,79,-2,-1,81,-21,5,/,-29,1,-2.7

# One compound at a time (already shown). Order of values: HCT116 PTEN-null	NPY Y2 blocker	GALR2 blocker	bCat KO growth	BB579 growth dn	Measles CPE	E-sel TNF inh	Yeast life ext	Phagocytosis inh	MRP1 act
# Listed for CCOc1ccc2[nH]c(=O)c(C(c3nnnn3Cc3ccco3)N3CCCC(C)C3)cc2c1 (stereo not given) → 77	18*	-6	73	-75	6	18	-2	-2	-2.4
# Listed for COCC(=O)Nc1nc(-c2ccccc2)ns1 → 86	-2	9	96	-21	24	-12	/	/	-3.1
# Listed for Cc1cc(C)c[n+](CC(=O)c2ccc(-c3ccccc3)cc2)c1 → 68	4	9	73	-10	4	/	-5	/	-3.2

# (continued)
SMILES,HCT116 PTEN-null,NPY Y2 blocker,GALR2 blocker,bCat KO growth,BB579 growth dn,Measles CPE,E-sel TNF inh,Yeast life ext,Phagocytosis inh,MRP1 act
O=C(c1cccs1)n1nc(-c2ccco2)nc1SCc1ccccc1,/,5,-14,102,-42,16,0,-5,0,1.2
Cc1nc(NC(=O)COC(=O)CCc2nc3ccccc3s2)c(Cl)cc1Cl,83,3,1,84,-17,22,-2,3,-5,0.3
Cc1nc(S(=O)(=O)N2CCOCC2)c(C#N)c(C)c1Cl,90,3,3,74,1,7,/,-20,/,-5.6
CC1(C)CC(=O)C=C(Nc2ccccc2O)C1,87,4,-12,81,-31,36,-17,-10,/,-3.1
O=[N+]([O-])c1ccc(S(=O)(=O)N2CCN(Cc3c[nH]c4ccccc34)CC2)cc1,82,-1,16,89,-11,33,/,-25,-3,-4.0
Fc1ccc2[nH]c3c(N4CCN(c5ccccc5)CC4)ncnc3c2c1,56,2,23,74,-56,6,-13,-10,-5,0.7
CC(=O)N1CCN(CC(=O)Nc2ccccc2Sc2ccc(Cl)cc2)CC1,80,1,7,74,-60,6,-1,1,-4,-4.5
C=CCNc1nc(-c2ccccn2)nnc1-c1ccccc1,15,-2,10,14,-1,-1,11,11,0,-2.7
O=C(NCc1cccs1)C1CCCN(c2nc3ccccc3o2)C1 (stereo not given),92,-1,19,96,-28,7,/,-13,/,-1.4
